Assay outcomes: PubChem BioAssay, several laboratories
GPR55 beta-arrestin: GPR55 agonists via beta-arrestin recruitment, primary screen, imaging, U2OS cells, beta-arrestin-GFP redistribution (AID 1961). U2OS GPR55 beta-arrestin-GFP redistribution imaging; higher % means a stronger effect. activation, % at 10 µM, or EC50 in µM where a hit was titrated. 0.048% of 290,000 active;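 active means activation above 40% with more than 50 cells counted in the well; inconclusive means wells holding fewer than 50 cells, flagged as toxic or sparse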;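 further: U2OS osteosarcoma cells stably expressing GPR55 and beta-arrestin-GFP; plate controls were DMSO negative control for no effect and LPI positive control for full effect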
Salmonella PhoP GFP: inhibitors of PhoP regulon expression, primary screen, Salmonella Typhimurium, GFP reporter (AID 1863). S. Typhimurium PhoP-regulated promoter GFP reporter, 4 h; higher % means a stronger effect. inhibition, % at 50 µM; hits with a dose series show IC50 in µM. 0.16% of 300,000 active;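 active means inhibition over 29.93%, a cutoff 3 SD above the screen mean, later confirmed by dose response; inconclusive means inhibition over 29.93% but no dose response follow-up; inactive means inhibition at most 29.93% or unconfirmed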;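 further: 0% = low Mg2+ inducing control and 100% = high Mg2+ repressing control; strong numbers were not always called active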
KOR beta-arrestin-1: kappa opioid receptor activators – cell-based, luminescence, uHTS, primary screen (AID 1777) | KOR beta-arrestin recruitment, luminescence; higher % means a stronger effect | activation, % at 10 µM, or EC50 in µM where a hit was titrated | 0.02% of 280,000 active; in the data active means activation above about 50%, passing the limit was not always enough; further: a part of the inactive calls stands beside numbers as strong as those of hits
NTR1 agonist: agonists of NTR1, primary screen, imaging, U2OS cells, beta-arrestin-GFP, high content (AID 493036). NTR1-U2OS beta-arrestin-GFP spot imaging, agonist mode. activation, % at 20 µM. 0.17% of 330,000 active;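 active means activation at or above 40% of the spot to cytoplasm intensity ratio, with at least 20 cells analyzed; inconclusive means wells under 20 cells, flagged as cytotoxic or low count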;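 further: 0% = DMSO without peptide and 100% = 100 nM NTR1 peptide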
Target sequence (P30989 whole entry, looked up): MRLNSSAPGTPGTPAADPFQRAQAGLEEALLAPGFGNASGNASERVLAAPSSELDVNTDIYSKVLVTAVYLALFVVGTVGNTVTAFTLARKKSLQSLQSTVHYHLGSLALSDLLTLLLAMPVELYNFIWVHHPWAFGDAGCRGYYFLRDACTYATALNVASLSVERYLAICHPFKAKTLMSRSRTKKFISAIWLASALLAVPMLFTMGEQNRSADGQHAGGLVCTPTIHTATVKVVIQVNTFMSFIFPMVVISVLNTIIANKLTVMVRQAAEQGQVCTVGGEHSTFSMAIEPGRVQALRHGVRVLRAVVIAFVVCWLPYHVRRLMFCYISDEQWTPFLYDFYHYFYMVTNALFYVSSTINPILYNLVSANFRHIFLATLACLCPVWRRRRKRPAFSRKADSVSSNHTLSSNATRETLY
KOR beta-arrestin-2: kappa opioid receptor blockers – cell-based, luminescence, uHTS (AID 1778) | KOR beta-arrestin recruitment, luminescence, antagonist mode; higher % means a stronger effect | 0.091% of 290,000 active | inhibition, % at 10 µM; hits with a dose series show IC50 in µM; in the data active means inhibition above about 50%; further: strong numbers were not always called active
GPR35 antagonists: GPR35 antagonists blocking zaprinast-driven arrestin recruitment, primary screen, imaging, U2OS, beta-arrestin-GFP, zaprinast agonist (AID 2058). U2OS GPR35 beta-arrestin-GFP translocation imaging, zaprinast antagonism; higher % means a stronger effect. one-dose inhibition, % at 10 µM; IC50 in µM for titrated hits. 0.052% of 290,000 active;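 active means inhibition of at least 50% with at least 30 cells and total cytoplasm GFP at most 10,000,000; inconclusive means under 30 cells or total GFP of 10,000,000 plus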
T cell modulator: T cell immune modulation candidate; 2C CD8+ T cell-vesicle binding, flow cytometry; hits give low values; calls only at 7 µM; 0.068% of 330,000 active; AID 2052;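 active means response, share of CD8 T cells binding vesicles, and their 90th percentile fluorescence all below set limits, cut at about 80% in these data, passing the limit was not always enough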
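material = purified 2C TCR transgenic mouse naive CD8+ T cells | controls = Unloaded micro-vesicles (low), QL9 vesicles with 0.7% DMSO (high) | detection = cytometric PE anti-B7-1 and Alexa647 anti-CD8 signals after 1% paraformaldehyde fixation | incubation = binding step 1.5 h, 37 °C, antibody labelling 20 min, ice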
West Nile virus CPE: West Nile virus antiviral activity, cell-based, CPE readout (AID 1621); West Nile virus-infected cells, CPE inhibition; higher % means a stronger effect; CPE inhibition, % at 10 µM, or IC50 in µM where a hit was titrated; 0.02% of 290,000 active; in the data active means a potency from the dose series; inconclusive means CPE inhibition mostly from about 3.7% at the one dose, without a potency; inactive means the rest, 99 in 100 with CPE inhibition below about 2.2%; further: strong numbers were not always called active
GPR55 LPI antagonism: GPR55 antagonists blocking LPI-driven arrestin recruitment, primary screen, imaging, U2OS, beta-arrestin-GFP, LPI agonist (AID 2013) | inhibition, % at 10 µM; hits with a dose series show IC50 in µM | U2OS GPR55 beta-arrestin-GFP translocation imaging, LPI antagonism; higher % means a stronger effect | 0.13% of 290,000 active;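 active means spots per cell inhibited over 60%, with over 100 cells counted and total cytoplasm intensity under 500,000; inconclusive means wells with under 100 cells, flagged as likely toxic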;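 further: U2OS cells stably carrying GPR55 and arrestin-GFP stimulated by 5 µM LPI near EC80; imaged beta-arrestin-GFP aggregate spots per cell after agonist stimulation; plate controls were LPI-stimulated DMSO wells for no effect and DMSO wells without LPI for full effect; some results filed as inactive read as strong as hits; confirmed hits need IC50 under 10 µM and bright autofluorescent wells are also inconclusive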
T cell modulator vesicle-bound %: further read-out of T cell modulator, marked with its call; double positive events, %; measured here: CD8+ vesicle-bound cell fraction;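 binding gate set so that unloaded-vesicle control wells show 10% double positive cells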
NTR1 agonist cell count 20 µM: also measured in NTR1 agonist; calls as there; cell count; measured here: cell count, cytotoxicity flag
An asterisk follows results filed as active; i = inactive; ? = inconclusive; · = no result given; [ ] = another dose, or the depositor's remark. Random draw from the library; any-hit rate near 0.62%.

No. | Compound | GPR55 beta-arrestin | Salmonella PhoP GFP | KOR beta-arrestin-1 | NTR1 agonist | NTR1 agonist cell count 20 µM | KOR beta-arrestin-2 | GPR35 antagonists | T cell modulator | T cell modulator vesicle-bound % | West Nile virus CPE | GPR55 LPI antagonism
1 | CC(C)(C)C(=O)CSc1nnc(-c2cccs2)n1CC1CCCO1 (stereo unspecified) | -0.1% | 8% | 0.6% | -0.1 | 46 | -9% | 9% | i | 7 | -0.6% | 6%
2 | COC(=O)c1cc(Br)c(=O)n(CCN2CCCC2)c1 | -0.1% | -7% | -4.8% | -0.2 | 59 | 29% | -11% | i | 58 | 0.6% | 8%
3 | Cc1cc(C)cc(SCc2noc(C(=O)NCC3CC3)c2C(=O)NCC2CC2)c1 | · | 1% | · | 6.4 | 61 | · | · | i | 44 | -0.6% | ·
4 | O=C(NC1CCCC1)C(c1ccccc1)N(Cc1ccc(F)cc1)C(=O)c1csnn1 (stereo unspecified) | -0.1% | -1% | 0.9% | 0.5 | 62 | -6% | 2% | i | 28 | -1.4% | -2%
5 | Cn1c(CC(=O)Nc2ccccc2C(F)(F)F)c(Sc2ccccc2)c2ccccc21 | -0.2% | -10% | -1.1% | 2.4 | 65 | -1% | -3% | i | 48 | -0.3% | -2%
6 | CCOC(=O)CCNC(=O)N1CCCC(C(=O)c2cccc(Cl)c2)C1 (stereo unspecified) | 0.4% | -2% | -4.6% | 0.0 | 91 | -8% | 0% | i | 60 | -0.5% | 6%
7 | Cc1ccsc1/C=N/NC(=O)CC(=O)NCC(C)C | 0.5% | -4% | -4.4% | 1.3 | 51 | 7% | 1% | i | 18 | -0.3% | -3%
8 | O=C(c1ccc2oc(CCCc3ccccc3)nc2c1)N1CCCC(CCCO)C1 (stereo unspecified) | -0.1% | 2% | 3.9% | 1.1 | 63 | 16% | 0% | i | 68 | -0.3% | 0%
9 | O=[N+]([O-])c1ccc2ncnc(N3CCN(Cc4ccc5c(c4)OCO5)CC3)c2c1 | -0.2% | 7% | 5.3% | 2.3 | 69 | -20% | 56% | i | 55 | -0.9% | -3%
10 | CCn1c(SCC(=O)N2CCN(c3ccc(F)cc3)CC2)nnc1-c1ccncc1 | -0.1% | 12% | -8.8% | · | · | 3% | 2% | · | · | -0.2% | 8%
11 | O=C(CNC(=O)C1CCCCC1)Nc1cc(Cl)ccc1Cl | 1.3% | -15% | 6.1% | -1.0 | 42 | -8% | -14% | i | 43 | -0.5% | -2%
12 | NC(=O)C1CCN(c2nc(-c3ccc(Br)cc3)cs2)CC1 | -0.1% | -7% | -1.6% | -0.2 | 73 | 0% | 7% | i | 45 | 1.0% | -5%
13 | Cc1cccc(Nc2nc(-c3cccs3)cs2)n1 | -0.4% | -5% | -4.3% | 23 | 47 | 21% | 10% | i | 33 | -0.4% | 5%
14 | N#CCc1c(C#N)c(N)nc(N2CCN(S(=O)(=O)c3ccccc3)CC2)c1C#N | 0.3% | -1% | -0.2% | -0.1 | 54 | 35% | -4% | i | 19 | 0.3% | 6%
15 | Cc1nnc2c(NCCC(C)C)nc3ccccc3n12 | 0.0% | 0% | -4.2% | 0.6 | 87 | 15% | 1% | i | 34 | 0.6% | 7%
16 | Cc1cc(C)c(S(=O)(=O)c2ccc(Cl)cc2)c(=O)[nH]1 | -0.1% | -4% | -1.5% | -1.2 | 99 | -14% | 1% | i | 60 | 0.4% | -5%
17 | Cn1cnnc1Sc1ccc(C(=O)OCC(=O)NC2CC2)cc1[N+](=O)[O-] | -0.1% | 0% | -0.5% | · | · | -35% | -4% | · | · | 0.5% | 5%
18 | O=C(NC1CCCC1)C(c1ccc(F)cc1)N(Cc1ccc(F)cc1)C(=O)c1ccn[nH]1 (stereo unspecified) | 0.9% | -3% | 1.5% | -0.3 | 46 | -7% | 6% | i | 64 | 0.4% | 6%
19 | Cc1onc(-c2c(Cl)cccc2Cl)c1C(N)=S | 0.7% | -4% | -5.1% | -0.4 | 52 | 30% | 14% | i | 54 | -0.5% | 3%
20 | O=[N+]([O-])/C=C\c1ccc(N2CCCC2)c(F)c1 | 0.7% | -7% | 12% | · | · | -61% | -8% | · | · | · | 40%
21 | Cc1ccc(N/N=C(\C#N)C(=N)N2CCCCCC2)cc1 | 0.6% | -5% | -0.4% | 3.5 | 39 | -6% | -3% | i | 20 | -1.0% | -5%
22 | Cc1ccccc1NC(=O)CC1SC(=Nc2ccc(O)cc2)NC1=O (stereo unspecified) | -0.1% | -5% | 2.2% | -0.4 | 71 | · | 0% | i | 20 | 0.2% | -4%
23 | C=COC(=O)CSc1nc(-c2cccs2)ccc1C#N | -0.2% | -2% | -2.4% | 0.9 | 80 | -3% | -4% | i | 51 | 2.3% | 9%
24 | CC1(C)C=Cc2c(c3c(c4c(=O)c(-c5ccc(O)cc5)coc24)OC(C)(C)CC3)O1 | -0.2% | -2% | -0.7% | 38 | 99 | -8% | 21% | i | 30 | ? | 43%
25 | O=C(c1ccc(S(=O)(=O)N2CCOCC2)cc1)N1CCN(c2ccccn2)CC1 | 0.0% | -1% | -5.0% | 1.7 | 39 | 2% | 11% | i | 35 | -0.5% | 2%

Additional results follow:
No. | Compound | GPR55 beta-arrestin | Salmonella PhoP GFP | KOR beta-arrestin-1 | NTR1 agonist | NTR1 agonist cell count 20 µM | KOR beta-arrestin-2 | GPR35 antagonists | T cell modulator | T cell modulator vesicle-bound % | West Nile virus CPE | GPR55 LPI antagonism
26 | COc1ccc(S(=O)(=O)NCc2ccccn2)cc1NC(=O)c1ccccc1F | 0.3% | -2% | 7.9% | 2.6 | 41 | -104% | 22% | i | 10 | 0.6% | -7%
27 | c1ccc(COc2ccc(CNCc3cccs3)cc2)cc1 | -0.1% | 21% | 2.5% | -0.7 | 87 | -9% | 17% | i | 37 | -0.7% | 5%
28 | CC(C)NC(=S)N1CCN(C/C=C/c2ccccc2)CC1 | 0.6% | 4% | -3.6% | 2.9 | 47 | -50%[20 µM] | -17% | i | 53 | -1.0% | 8%
29 | Cc1ccc2c(c1)NC(=O)C(CC(=O)NCCCN1CCc3ccccc3C1)O2 (stereo unspecified) | -0.1% | -3% | -3.3% | 9.7 | 62 | 17% | 14% | i | 57 | -0.4% | -4%
30 | CCc1cccc(NC(=O)C2CCN(S(=O)(=O)c3ccc4c(c3)NC(=O)CO4)CC2)c1 | -0.1% | -2% | 1.7% | 1.1 | 47 | -7% | 0% | i | 31 | 0.9% | -3%
31 | Cc1cccc(C)c1NC(=O)COc1cccc(/C=N/NC(=O)C(=O)NCc2ccccc2)c1 | 0.0% | -9% | -0.3% | -0.5 | 46 | -38% | 2% | i | 32 | 0.1% | 8%
32 | CCS(=O)(=O)c1ccc2oc(SCC(=O)NCCc3ccc(OC)cc3)nc2c1 | -0.6% | -1% | -5.9% | -0.4 | 37 | -17% | -7% | i | 41 | -0.4% | -2%
33 | Cc1ccc(S(=O)(=O)N[C@H](C(=O)N2CCC(C(=O)N[C@@H](CCC(N)=O)C(=O)O)CC2)C(C)C)cc1 | -0.1% | -4% | 0.0% | -0.7 | 102 | 2%[20 µM] | -7% | i | 36 | -0.5% | 5%
34 | Cc1coc2cc3oc(=O)c4c(c3cc12)CCC4 | 0.6% | 0% | 3.7% | 0.6 | 56 | 18% | 14% | i | 45 | · | -1%
35 | O=C(C1=C(O)C(=O)N(CCCn2ccnc2)C1c1ccccc1)c1ccco1 (stereo unspecified) | 0.3% | -6% | 3.8% | 1.1 | 43 | -29% | -5% | i | 19 | 0.2% | -1%
36 | Cc1nn2c(COc3ccc(NC(=O)c4ccccc4Cl)cc3)nnc2c2ccccc12 | 11% | 2% | -0.9% | 2.3 | 62 | 3% | -15% | i | 30 | 1.1% | -11%
37 | c1csc(-c2nnc3ccccn23)c1 | -0.2% | 8% | -3.1% | -2.9 | 73 | 31% | -4% | i | 38 | 0.4% | 12%
38 | COc1ccc(Nc2nc(C)c(-c3ccccc3)s2)cc1 | -0.1% | 2% | 2.5% | · | · | 28% | -2% | i | 39 | -0.5% | -16%
39 | COc1ccc(CN=C(N)N=C(N)N)cc1Cl | 0.4% | 1% | -2.9% | -0.7 | 34 | 0% | -17% | i | 1 | -0.8% | 8%
40 | CCCCC(=O)Nc1ccc(NC(=S)NC(=O)CC)cc1OC | 0.6% | -8% | 2.2% | 0.3 | 73 | 10% | 5% | i | 49 | -0.3% | -7%
41 | CC(C)(C)n1ncc2c(=O)n(CC(=O)N3CCCc4ccccc43)cnc21 | -0.1% | -2% | 5.4% | 1.1 | 48 | -24% | 5% | i | 10 | 0.1% | -1%
42 | Cc1ccc(-n2c(C)csc2=N)cc1 | -0.1% | 0% | -2.9% | -0.7 | 85 | 24% | -3% | i | 49 | -0.3% | 6%
43 | Cc1ccc2nc(C)c3c(c2c1)SCC3 | -0.2% | 17% | 6.4% | -0.2 | 46 | 18% | 3% | · | · | 0.3% | 0%
44 | COC(=O)CCCC(=O)N1CCC(CCC(=O)NC2CC2)CC1 | 0.3% | -10% | 0.5% | 0.4 | 60 | -15% | -4% | i | 18 | 0.1% | 13%
45 | O=C(c1cc(COc2ccc(F)cc2Cl)on1)N1CCCCCC1 | -0.2% | 5% | 2.1% | 0.6 | 67 | -9% | -10% | i | 10 | -1.1% | 4%
46 | Cc1cc(NC(=O)CN2C(=O)CC(c3ccco3)Sc3ccccc32)no1 (stereo unspecified) | -0.1% | 9% | -4.6% | 1.9 | 59 | -5% | -14% | i | 0 | -0.3% | -12%
47 | Cc1cccc(C(=O)NC2CCN(CC(=O)NCc3cccs3)CC2)c1 | -0.1% | -5% | · | 2.5 | 44 | -12%[20 µM] | 1% | i | 34 | -0.3% | 12%
48 | Cc1ncc(S(=O)(=O)c2ccccc2)c(-c2ccc(Cl)cc2Cl)n1 | 0.0% | -2% | 3.0% | 1.8 | 56 | -18% | 12% | i | 55 | -0.2% | 4%
49 | CC(C)(C)NC(=O)C(c1ccc(F)cc1)N(Cc1ccccc1Cl)C(=O)c1ccn[nH]1 (stereo unspecified) | 1.4% | 4% | -1.5% | 0.9 | 42 | 8% | 10% | i | 8 | 0.4% | 21%
50 | Cc1ccc2[nH]c(=O)c(CN(CCCO)S(=O)(=O)c3cccc4nsnc34)cc2c1 | -0.2% | 15% | -7.8% | 0.2 | 52 | 6% | -7% | i | 31 | 1.1% | 6%
